TNAP act hi DEA: TNAP (human) activation, high acceptor | purified TNAP, CDP-star luminescence, 1 M DEA, 30 min; active compounds read high; 0 = EDTA background, 1 = DMSO-only activity | activation factor at 20 µM | 200,000 tested, under 10 active;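 active means activation factor at least 2 at 20 µM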
Target sequence (P05186 whole entry, looked up): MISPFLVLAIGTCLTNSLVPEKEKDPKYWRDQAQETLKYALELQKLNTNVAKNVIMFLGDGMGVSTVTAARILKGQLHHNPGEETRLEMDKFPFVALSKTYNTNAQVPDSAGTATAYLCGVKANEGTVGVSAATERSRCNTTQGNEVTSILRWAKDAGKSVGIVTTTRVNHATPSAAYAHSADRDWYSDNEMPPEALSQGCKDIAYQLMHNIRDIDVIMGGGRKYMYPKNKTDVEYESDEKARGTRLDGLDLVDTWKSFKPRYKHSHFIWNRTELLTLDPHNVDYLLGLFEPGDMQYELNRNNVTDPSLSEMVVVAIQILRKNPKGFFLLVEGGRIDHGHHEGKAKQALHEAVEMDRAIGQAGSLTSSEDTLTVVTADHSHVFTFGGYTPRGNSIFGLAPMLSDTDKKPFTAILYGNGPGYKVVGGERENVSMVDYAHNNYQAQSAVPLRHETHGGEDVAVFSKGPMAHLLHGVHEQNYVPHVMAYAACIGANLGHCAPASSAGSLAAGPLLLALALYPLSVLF
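system = human TNAP | amount = enzyme diluted 1/800 final | reagent = 100 µM CDP-star substrate | signal = luminescent substrate turnover signal | dosing = one dose, 20 µM | benchmarks = EDTA negative control, DMSO positive control | measure = activation factor | timing = 30 min reaction, room temperature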
bIAP inh: intestinal alkaline phosphatase (bovine) inhibition | purified bovine IAP, CDP-star luminescence, 30 min | inhibition, % at 20 µM | 190,000 tested, under 10 active | AID 1019;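 active means over 50% inhibition of intestinal alkaline phosphatase at 20 µM in the single-dose screen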
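System: Purified bovine intestinal alkaline phosphatase (IAP) enzyme | Input: IAP diluted 1/65,000,000 in the well | Also added: CDP-star chemiluminescent phosphatase substrate, 30 µM final | Dosing: 20 µM single dose | Times: Enzyme reaction for 30 min at room temperature | Detection: Luminescence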
ROMK mod: human ROMK K+ channel modulation, primary screen; P48048; Tet-inducible ROMK, thallium flux fluorescence; actives lie on both sides; B-score at 10 µM; 2% of 130,000 active; AID 1918;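 active means signal ratio slope over the read window, or its plate-corrected B-score, at least 3 SD from the plate mean, either direction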;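 further: B-score of the F/F0 ratio slope over 7 to 12 s after thallium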
STAT3 activator: activators of IL-6 induced STAT3 signaling. U3A cells, IL-6 STAT3-luciferase reporter, luminescence; 100% = signal with IL-6 EC80 alone. activation (% of control), % at 5.6 µM. 0.91% of 190,000 active. AID 871;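 active means activation above the screen-wide mean of compound activation plus 3 SD, cut at about 130% in these data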;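 further: 0% = background luminescence of wells with medium and substrate only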
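system = STAT3-luciferase reporter U3A cells | reagent = IL-6 stimulus at 33 ng/mL final | timing = 1 h compound pre-exposure, 6 h IL-6 stimulation, 37 °C | measured by = luminescence | evaluation = % activation versus median of IL-6-stimulated wells | control set = IL-6-only wells as 100% reference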
STAT1 blocker: inhibitors of IFN-gamma induced STAT1 signaling; AID 920; NIH 3T3 STAT1-luciferase reporter, luminescence; inhibition, % at 5.5 µM; 0.35% of 200,000 active;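 active means inhibition above a set limit, the mean inhibition across all tested compounds plus 3 SD, cut at about 34% in these data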;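 further: 0% = IFN-gamma with DMSO and 100% = IFN-gamma with 300 µM nifuroxazide; values of inactives mirror those of a sister screen read the other way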
PPARg SRC2 recr: PPARgamma-driven SRC-2 recruitment agonism; 0.34% of 200,000 active; activation, % at 8 µM; PPARgamma LBD-SRC-2 recruitment, biochemical; AID 1032; P37231; in the data active means activation above about 22%;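 further: 0% = vehicle and 100% = reference agonist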
Target sequence (P37231 whole entry, looked up, the tested form may be a part): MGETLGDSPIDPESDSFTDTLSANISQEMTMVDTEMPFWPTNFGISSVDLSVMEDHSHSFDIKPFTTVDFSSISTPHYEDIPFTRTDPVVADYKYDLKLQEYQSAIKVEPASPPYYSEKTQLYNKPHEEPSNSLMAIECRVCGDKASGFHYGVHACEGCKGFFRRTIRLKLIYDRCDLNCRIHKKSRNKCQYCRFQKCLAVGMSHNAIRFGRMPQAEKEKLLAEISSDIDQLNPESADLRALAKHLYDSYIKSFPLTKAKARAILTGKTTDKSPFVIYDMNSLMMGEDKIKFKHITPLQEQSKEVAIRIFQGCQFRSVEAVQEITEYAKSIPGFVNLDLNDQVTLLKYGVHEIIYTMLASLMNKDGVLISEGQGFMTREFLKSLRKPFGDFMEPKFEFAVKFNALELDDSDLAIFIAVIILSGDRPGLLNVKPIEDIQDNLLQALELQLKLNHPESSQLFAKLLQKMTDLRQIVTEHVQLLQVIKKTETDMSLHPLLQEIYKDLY
bIAP act: intestinal alkaline phosphatase (bovine) activation. purified bovine IAP, CDP-star luminescence, 30 min; active compounds read high; fold of DMSO-control signal, blank-subtracted. activation factor at 20 µM. 0.17% of 200,000 active. AID 1016;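 active means activation factor of 2 or more at 20 µM, a signal rise over negative controls twice the positive control's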
SRC2 TRFRET art: counter-screen for PPARgamma SRC-2 recruitment agonists: TR-FRET artefact | 0.4% of 200,000 active | active compounds read high | TR-FRET ratio at 8 µM; in the data active means TR-FRET ratio above about 2000; further: inactives centre near 1500
PPARg SRC3 recr: agonists of human PPARgamma SRC-3 coactivator recruitment | P37231 | biochemical PPARgamma/SRC-3 coactivator recruitment assay | activation, % at 8 µM | 0.26% of 200,000 active | AID 731; in the data active means activation above about 23%;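 further: 0% = DMSO and 100% = reference agonist; some compounds past the cut are filed as inactive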
PPARg SRC1 recr: PPARgamma-driven SRC-1 recruitment agonism. P37231. PPARgamma-SRC-1 coactivator recruitment biochemical assay. activation, % at 8 µM. 0.41% of 200,000 active. AID 631; in the data active means activation above about 19%;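 further: 0% = DMSO and 100% = reference agonist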
STAT3 inh: reduces IL-6 driven STAT3 reporter signal; U3A cells, IL-6 STAT3-luciferase reporter, luminescence; host cell line lacks STAT1; inhibition, % at 5.5 µM; 0.89% of 190,000 active; AID 862;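 active means inhibition above the mean inhibition across all screened compounds plus 3 SD, cut at about 44% in these data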;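 further: 0% = DMSO only wells and 100% = 100 µM nifuroxazide control wells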
An asterisk follows results filed as active; / = no result given.

SMILES	TNAP act hi DEA	bIAP inh	ROMK mod	STAT3 activator	STAT1 blocker	PPARg SRC2 recr	bIAP act	SRC2 TRFRET art	PPARg SRC3 recr	PPARg SRC1 recr	STAT3 inh
CCOC(=O)c1nnsc1NC(=O)Nc1ccc(OC)cc1	1	-10	/	93	1	0	1.1	1413	0	8	12
C=CCN1C(=O)C2C(C(=O)NCc3ccccc3)C3C=CC2(O3)C1C(=O)NC(C)(C)C (centres undefined)	1.1	3	0.42	98	0	1	1	1583	13	6	9
CCn1cc(S(=O)(=O)CC(=O)Nc2ccc(OC)cc2)c2ccccc21	1	14	/	108	11	-1	0.9	1702	4	3	-10
CCOC(=O)C1CCN(C(=O)c2ccc(NS(=O)(=O)c3ccc(F)cc3C)cc2)CC1	1	-39	0.69	106	4	11	1.4	1761	1	2	-3
Cc1nn2c(-c3ccc(Cl)cc3Cl)nnc2s1	1	10	/	106	5	-4	0.9	1497	-3	-2	-2
COc1ccc(/C=C2\CN(Cc3ccccc3)C/C(=C\c3ccc(OC)cc3OC)C2=O)c(OC)c1	0.9	9	/	94	3	13	0.9	1674	4	5	13
COc1cccc(CC2(CO)CCN(Cc3ccc(NC(C)=O)cc3)CC2)c1	1	-2	0.4	107	5	0	1	1647	6	5	-6
CC(C)c1nnc(SCC(=O)N2CCc3ccccc32)n1C	1	-3	-0.46	109	12	13	1	1652	7	8	-8
Cc1ccccc1OCCC(=O)Nc1c(C)n(C)n(-c2ccccc2)c1=O	/	/	0.83	107	1	1	/	1475	2	9	-4
O=C(c1nnsc1S(=O)c1ccc(Cl)cc1)N1CCOCC1 (centres undefined)	1	-6	-6.3*	84	26	-9	1.1	1691	0	-4	26
CCn1c(SCC(=O)N2CCc3ccccc32)nnc1-c1ccncc1	1	-1	/	102	-2	3	1	1402	-8	-1	2
Cc1cc(Oc2ccc(=O)n(C)n2)nc(Oc2ccc(=O)n(C)n2)n1	1	10	/	103	2	-1	0.9	1644	-1	6	3

Structures from the list above containing a Cl atom, in the order listed:
SMILES	TNAP act hi DEA	bIAP inh	ROMK mod	STAT3 activator	STAT1 blocker	PPARg SRC2 recr	bIAP act	SRC2 TRFRET art	PPARg SRC3 recr	PPARg SRC1 recr	STAT3 inh
Cc1nn2c(-c3ccc(Cl)cc3Cl)nnc2s1	1	10	/	106	5	-4	0.9	1497	-3	-2	-2
O=C(c1nnsc1S(=O)c1ccc(Cl)cc1)N1CCOCC1 (centres undefined)	1	-6	-6.3*	84	26	-9	1.1	1691	0	-4	26

Other results:
SMILES	TNAP act hi DEA	bIAP inh	ROMK mod	STAT3 activator	STAT1 blocker	PPARg SRC2 recr	bIAP act	SRC2 TRFRET art	PPARg SRC3 recr	PPARg SRC1 recr	STAT3 inh
CN(C)c1nn(C(=O)Nc2ccc(Cl)cc2Cl)cc1-c1ccccc1	1.1	23	/	102	0	1	0.8	1388	4	-8	2
CC(C)(C)NC(=O)CN(C(=O)CNC(=O)c1cccs1)c1ccc2c(c1)OCCO2	1	-1	/	108	10	2	1	1394	-1	-8	-4
COc1ccc(Cl)cc1NC(=O)CN1CCc2ccccc21	1	-2	-0.71	116	-2	2	1	1589	-3	6	-5
COc1cc(NC(=O)CSc2nc3cc(C)ccc3cc2C)c(C(=O)O)cc1OC	1	2	/	106	5	5	1	1476	2	10	-9
CC(Cc1ccccc1)C(=O)N(C)Cc1cccnc1 (centres undefined)	1	-2	0.19	99	-1	-8	1	1492	-2	-6	-2
c1cncc(-c2nc(N3CCOCC3)c3ccccc3n2)c1	1.1	4	-0.58	107	-4	-2	1	1467	3	-12	-4
CC(=O)N1N=C(c2ccc(C)o2)CC1c1ccc(F)cc1 (centres undefined)	1	27	/	104	-8	0	0.7	1646	-4	0	-2
Cc1ccc(C)c(NC(=S)NCCCN2CCOCC2)c1	1	1	/	101	-8	-5	1	1460	1	12	4
Cc1ccc(OCC(=O)NNC(=O)CSc2ncnc3sc(C)c(C)c23)cc1	1.1	-9	/	101	-3	-2	1.1	1470	-1	1	2
O=C(/C=C/c1ccco1)NC(=S)Nc1ccccc1O	0.9	-6	0.15	96	1	3	1.1	1572	0	2	10
Cc1ccc(S(=O)(=O)N(C)CC(=O)O/N=C(\N)c2ccccn2)cc1	1	3	/	100	0	0	1	1737	10	2	11
CS(=O)(=O)N1CCN(c2ccc(C(=O)N3CCOCC3)cc2[N+](=O)[O-])CC1	1	-4	-1.2	109	-1	4	1	1815	7	2	-10
Cc1ccc(S(=O)(=O)N2CCC(C(=O)Nc3ccc4c(c3)COC4=O)CC2)cc1	1	8	/	100	4	9	0.9	1566	5	-6	5
C=CCn1c(CNC(=O)c2ccccc2F)nnc1SCC(=O)NC(C)c1ccccc1 (centres undefined)	1.1	4	-0.79	101	-4	3	1	1600	1	9	4
O=c1c2c(nc3n1CCCCC3)-c1ccccc1CC21CCCCC1	1	0	-0.045	96	1	12	1	1444	21	2	8
CCOc1ccccc1NC(=O)N1CCC(c2nc3ccccc3[nH]2)CC1	1	6	0.22	104	10	-5	0.9	1505	9	-2	2
COc1cc(CN2CC(C)CC(C)C2)cc([N+](=O)[O-])c1O (centres undefined)	0.9	7	/	96	8	-3	0.9	1449	6	0	4
C=CCN1C(=O)/C(=C\C=C2\N(C)c3ccccc3C2(C)C)SC1=S	0.5	14	/	98	2	1	0.9	1660	0	4	1
CCn1c(SCC(=O)OC2CCCCC2)nc2ccccc2c1=O	1	7	-0.44	103	5	2	0.9	1350	-4	-1	0
CS(=O)(=O)CCC(C(=O)OCc1ccc(Br)cc1)N1C(=O)c2ccccc2C1=O (centres undefined)	1	5	/	99	-2	0	0.9	1649	-1	-1	1
O=C(Nc1nnc(-c2ccc3c(c2)CCCC3)o1)c1ccccc1Cl	1.1	2	/	99	-3	-10	1	1368	-8	3	6
CCc1nc2ccccc2n1CC1CC1(Cl)Cl (centres undefined)	1	6	-0.36	102	0	7	0.9	1509	6	0	10
COC(=O)C1CCCCN1C(=O)CCc1nnc(CCc2c[nH]c3ccccc23)o1 (centres undefined)	1	-21	0.096	108	-3	-7	1.2	1615	0	7	-3
CCCCCCOc1ccc(C(=O)O)cc1C#N	1	17	1.1	106	-30	1	0.8	1396	0	2	-3
Cc1ccc(C)c(N2CN(Cc3cccnc3)CNC2=S)c1	1	-8	0.38	106	1	0	1.1	1491	-3	-8	-8
CSc1nc(-c2ccccc2)nc2c1COC(C)(C)C2	1	1	0.7	96	6	5	1	1634	1	3	8
COc1ccc(C(=O)Nc2nc(-c3ccc([N+](=O)[O-])cc3)c(-c3ccc(OC)cc3)s2)cc1	0.9	1	/	101	-4	-1	1	1481	-3	7	-2
Cc1cccc(C(=O)NCC2CCCO2)c1 (centres undefined)	1	0	/	106	-7	1	1	1308	-6	-1	-5
CCc1ccc(C(CC(=O)c2ccc(Cl)cc2)C(=O)O)cc1 (centres undefined)	1	5	/	102	-3	5	1	1530	3	9	4
Cc1ccc(OCC(=O)N2c3ccccc3NC(=O)C2(C)C)c([N+](=O)[O-])n1	1	2	0.82	97	-5	4	1	1724	4	-3	11
CCOC(=O)c1sc(/N=C/c2ccc(O)cc2O)cc1C	0.8	/	/	97	-19	3	0.4	1564	1	10	7
CC(C)(C)C(=O)Cn1c[n+](N)cn1	1.1	6	-0.088	101	-5	-2	0.9	1543	-7	5	2
Cc1[nH]nc2c1C(c1ccc3c(c1)OCO3)C(C#N)=C(N)O2 (centres undefined)	1	1	/	101	0	-3	1	1376	1	-7	3
CNC(=O)c1ccccc1NC(=O)c1cccc(S(=O)(=O)N2CCC(C)CC2)c1	1	2	/	109	1	4	1	1536	7	0	-4
O=C(/C=C/c1ccc(F)cc1)N1CCN(S(=O)(=O)/C=C/c2ccccc2)CC1	1	-2	3*	97	0	11	1	1599	-2	-2	9
c1ccc(-n2nnc(-c3cccnc3)n2)cc1	1.1	14	/	/	-54	-1	0.9	1650	3	-3	/
CC(=O)N1CCCc2ccccc21	1	3	0.82	106	2	2	1	1505	13	5	-6
CC(=O)c1cccc(NC(=O)N2CCC(NC(=O)C34CC5CC(CC(C5)C3)C4)CC2)c1	1	1	/	91	-10	-2	1	1558	-4	-3	12
CC1CN(C(=O)c2cc3cc([N+](=O)[O-])ccc3s2)CC(C)O1 (centres undefined)	1.1	0	0.54	95	-5	1	1	1468	3	1	14
CC(O)CNc1nc2ccccc2n1CC(=O)NCCc1ccc(Cl)cc1 (centres undefined)	1	-9	-1.6	97	-6	6	1.1	1549	3	2	4
NS(=O)(=O)c1ccc(NC(=O)C(Sc2ccccc2)c2ccccc2)cc1 (centres undefined)	1	16	/	99	-2	-5	0.8	1481	-4	-2	-1
Cc1cc(C)n2nc(-c3sccc3-n3cccc3)cc2n1	1	1	/	100	-2	11	1	1690	6	1	1
COc1ccc(-n2c(-c3ccc(Cl)cc3)c[n+]3c2CCc2ccccc2-3)cc1	1	12	-2.6	49	23	-6	0.9	1345	-5	-7	63*
Clc1ccc(Cn2ccc(C3CC3)n2)cc1	1.1	2	0.039	112	-20	3	1	1408	-3	-1	-12
Cc1cc(C)c2[nH]c(=O)c(C(c3nnnn3Cc3ccc4c(c3)OCO4)N3CCCC3)cc2c1 (centres undefined)	1.1	-3	-1.8	100	4	2	1	1845	-1	10	4
COc1ccc(OC)c(NC(=O)C2CC(=O)N(c3ccc(Br)cc3)C2)c1 (centres undefined)	1	0	0.067	93	7	2	1	1461	-3	3	12
Cc1ccc(C(=O)NCC(=O)O)o1	1	-16	1.2	108	-9	7	1.2	1480	2	0	-6
CCn1c(COc2ccccc2C(N)=O)nc2ccccc21	1	11	0.12	89	3	9	0.9	1622	11	8	15
O=C(OC1CCc2ccccc2C1=O)c1ccccc1O (centres undefined)	1	21	/	120	-9	-1	0.8	1496	0	1	-20
COc1ccc(NC(=O)C2CCN(S(=O)(=O)c3cccnc3)CC2)cc1Cl	1.1	16	-0.29	98	-4	3	0.8	1363	5	0	2
COc1ccc(O[C@H]2C=C[C@@H](c3ccccc3)O[C@@H]2CO/N=C(\C)CCC(=O)OC[C@H]2O[C@H](c3ccccc3)C=C[C@@H]2Oc2ccc(OC)cc2)cc1	1	0	-0.24	114	-8	-1	1	1371	-2	0	-19
COc1coc(C(O)C[N+](=O)[O-])cc1=O (centres undefined)	1	-1	-0.92	95	6	7	1	1562	-1	9	6
O=c1[nH]nc(Cc2ccc(-c3ccccc3Cl)o2)c2ccccc12	1	29	/	81	8	2	0.7	1567	15	1	26
CCCNC(=S)NNC(=O)c1cccs1	1.1	-5	-0.068	101	-4	-5	1.1	1664	1	11	11
